T cell modulator: modulates CD8 T cell binding to vesicles | 2C CD8+ T cell-vesicle binding, flow cytometry; stronger effect = lower value | calls only at 7 µM | 330,000 compounds, 0.068% hits | AID 2052;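 active means response, share of CD8 T cells binding vesicles, and their 90th percentile fluorescence all below set limits, cut at about 80% in these data, passing the limit was not always enough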
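incubation = binding step 1.5 h, 37 °C, antibody labelling 20 min, ice | test system = 2C mouse CD8+ T cells | read-out basis = percent CD8+ FL2 mean versus row control | controls = Peptide-free naked vesicles (low) and QL9 vesicles with 0.7% DMSO vehicle (high) | detection = flow cytometry of vesicle-bound cells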
WT yeast gro inh: growth inhibition of WT yeast, mitochondrial fusion screen; inhibition, % at 10 µM; AID 1362; 190,000 compounds, 2.1% hits; mitochondrial fusion phenotypic screen, WT strain; in the data active means inhibition above about 58%; tested in S. cerevisiae
P. falciparum M1AAP: P. falciparum M1AAP inhibitors, biochemical, fluorogenic H-Leu-NHMec substrate, 1536-well (AID 1445); recombinant M1AAP, H-Leu-NHMec fluorogenic kinetic assay; higher % means a stronger effect; inhibition, % at 30 µM, or IC50 in µM where a hit was titrated; 220,000 compounds, 0.42% hits;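 active means primary inhibition above the hit cutoff, then over 50% inhibition at one or more dose response concentrations, cut at about 23% in these data, passing the limit was not always enough; inconclusive means conflicting primary data, or primary hits not chosen for dose response; inactive means low primary inhibition, or under 50% at every dose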;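 further: plate controls were DMSO full reaction for no effect and no enzyme background for full effect; strong numbers were not always called active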
Autophagy mod: autophagy modulation, high-content screen | MEF GFP-LC3 puncta imaging; test concentration mostly 10 µM | 190,000 compounds, 0.98% hits | calls only at 10 µM (by protocol);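 active means percentage of spot-positive cells more than 3 SD above its plate mean, without a fluorescence outlier flag or 80% toxicity; inconclusive means no clear call, values can overlap the other calls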;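 further: spot-positive cell cutoff set from DMSO-treated cells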
Dynein transport: blocks dynein driven cargo transport along microtubules; 3617.4 mouse cells, GR-EGFP nuclear translocation imaging; test concentration mostly 20 µM; stimulated with dexamethasone, 1 µM; stronger effect = lower value; 220,000 compounds, 0.47% hits; z-score, hits read low;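 active means plate z-score of nuclear minus cytoplasmic receptor signal below a set negative limit, without overly bright fluorescence or cell loss, cut at about -3.5 in these data, passing the limit was not always enough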;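 further: z-score of nuclear minus cytoplasmic ring GR-EGFP intensity difference per well; some compounds called inactive have numbers as strong as hits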
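Also added: dexamethasone, 1.0 µM final. Medium: tet-free, stripped-serum medium. Detection: fixed, Hoechst-stained cells imaged at 10x for EGFP. Read-out: nuclear-to-cytoplasmic GR-EGFP distribution per well. Times: induction 48 h, compound 1 h, agonist 30 min.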
Yfh1-depleted yeast: enhancers of respiration in Yfh1-depleted yeast, dose response, Friedreich's ataxia, plus single-dose screen (AID 1465); S. cerevisiae Yfh1-off respiration, WST-1 reduction, 72 h; higher fold induction means a stronger effect; one-dose fold induction at 50 µM; EC50 in µM for titrated hits; 220,000 compounds, 0.074% hits;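 active means fold induction of absorbance versus untreated yeast above a set limit, then at least 30% activation at any dose in follow-up; inconclusive means repeats straddling the limit, or above it without dose testing; inactive means fold induction below the set limit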;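 further: activators that raise dye reduction in frataxin-depleted yeast; strong numbers were not always called active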
P. falciparum M17LAP: P. falciparum M17LAP inhibitors, primary screen, biochemical, fluorogenic H-Leu-NHMec substrate, 1536-well (AID 1619) | recombinant M17LAP, H-Leu-NHMec fluorogenic kinetic assay; higher % means a stronger effect | inhibition, % at 30 µM, or IC50 in µM where a hit was titrated | 220,000 compounds, 0.38% hits;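 active means compound inhibiting the enzyme by more than half at any dose during confirmatory dose-response retesting; inconclusive means strong single-dose inhibitors picked by rank but not retested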;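 further: plate controls were full reaction with DMSO carrier for no effect and no enzyme background for full effect; strong numbers were not always called active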
MT stabilizer: microtubule stabilization, imaging screen | HeLa tubulin immunostaining HCS, 24 h; share of cells brighter than vehicle mean+2SD | % tubulin-high responders, % at 10 µM | 200,000 compounds, 0.83% hits | AID 2205;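 active means plate Z-score above 3 for both tubulin-high and condensed-nucleus cell shares, with cell loss under 80%, at 10 µM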;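 further: anti alpha tubulin signal scored within the nucleus-defined area of each cell; some results filed as inactive read as strong as hits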
b-catenin transl: modulators of beta-catenin nuclear translocation | AID 1665 | nuclear translocation activity, % at 5 µM | HeLa beta-catenin nuclear translocation, immunofluorescence imaging | 190,000 compounds, 0.3% hits;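 active means nuclear translocation activity above 50% at 5 µM, with a well cell count of 50 or more; inconclusive means wells under 50 cells across six images, flagged as toxic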;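 further: per-cell ratio of nuclear to cytoplasmic median beta-catenin stain intensity; plate controls were DMSO negative control for no effect and GSK-3 inhibitor IX positive control for full effect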
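Test system: human HeLa cells, native beta-catenin. Compound dosing: 5 µM primary single dose, 0.1% DMSO, 0.02–20 µM confirmation series. Incubation: compound exposure 24 h at 37°C. Detection: beta-catenin immunostaining with DAPI counterstain, 20x imaging, 6 fields/well. Read-out basis: Nuclear/cytoplasmic beta-catenin signal ratio, % activation.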
WT yeast gro inh mutant strain: second read-out of WT yeast gro inh, no call of its own (marks repeat the call); inhibition, %; mitochondrial fusion phenotypic screen, mutant strain inhibition
Dynein transport cytoplasmic EGFP: recorded beside Dynein transport, whose call it bears; z-score; measured here: cytoplasmic GR-EGFP intensity; stronger effect = higher value
Dynein transport nuclear GR-EGFP: also measured in Dynein transport; calls as there; z-score; measured here: nuclear GR-EGFP intensity;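 lower value marks the stronger effect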
Dynein transport cell count: further read-out of Dynein transport, marked with its call; z-score; measured here: cell count per field
b-catenin transl cell count 5 µM: second read-out of b-catenin transl, no call of its own (marks repeat the call); cell count; measured here: cell count, cytotoxicity flag
T cell modulator vesicle-bound %: recorded beside T cell modulator, whose call it bears; double positive events, %; measured here: CD8+ vesicle-bound cell fraction;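 binding gate set so that unloaded-vesicle control wells show 10% double positive cells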
MT stabilizer Hoechst-high %: also measured in MT stabilizer; calls as there; % Hoechst-high responders; measured here: nuclear condensation Hoechst responders;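 share of cells brighter than vehicle mean plus two SD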
MT stabilizer cytotoxicity %: recorded beside MT stabilizer, whose call it bears; toxicity, %; measured here: cytotoxicity by cell density;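 0% = mean cell density of plate MIN control wells and 100% = no cells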
Autophagy mod cell loss 18 h: also measured in Autophagy mod; calls as there; toxicity, %; measured here: cell loss, nuclei count;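 cell loss after 18 h compound exposure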
* marks the source's active call; other numbers are inactive results; i = inactive; ? = inconclusive; nt = no result given; + = active, no number. Rows were taken by chance, and some 4.4% of all compounds hit somewhere here.

compound | T cell modulator | T cell modulator vesicle-bound % | WT yeast gro inh | WT yeast gro inh mutant strain | P. falciparum M1AAP | Autophagy mod | Autophagy mod cell loss 18 h | Dynein transport | Dynein transport cytoplasmic EGFP | Dynein transport nuclear GR-EGFP | Dynein transport cell count | Yfh1-depleted yeast | P. falciparum M17LAP | MT stabilizer | MT stabilizer Hoechst-high % | MT stabilizer cytotoxicity % | b-catenin transl | b-catenin transl cell count 5 µM
CC(C)N1C(=O)C2ON(c3ccccc3)C(c3cccs3)C2C1=O (stereo unspecified) | i | 45 | 12 | 4 | 8% | i | -10 | -0.22 | 2.7 | 0.65 | -1.2 | i | -3% | 4.4 | 1.7 | 6.1 | -3.0 | 1153
CC(=O)N(c1ccc(Cl)cc1)c1nc(C)cc(C)c1C#N | i | 31 | -11 | -12 | 0% | i | 6 | -0.28 | -0.25 | -0.28 | -0.2 | i | -4% | 1.3 | 0.9 | 5.4 | 0.4 | 1120
Cc1ccc2nc3sc(-c4nnc(-c5ccccc5[N+](=O)[O-])o4)c(N)c3cc2c1 | nt | nt | 3 | 15 | -3% | + | -1.3* | 0.92 | 0.076 | 0.42 | -0.56 | nt | -18% | 2.1 | 1.3 | 4.5 | 0.5 | 1069
CCCC1=C(C(=O)OCC)C(c2ccco2)n2ncnc2N1 (stereo unspecified) | i | 14 | nt | nt | -1% | nt | nt | 1.1 | -0.14 | 0.57 | -1.6 | i | -11% | nt | nt | nt | -0.5 | 1382
CS(=O)(=O)N1CCN(c2ccc(Cl)cc2[N+](=O)[O-])CC1 | i | 39 | 8 | -7 | -1% | i | 1 | -0.018 | -0.27 | -0.03 | 0.35 | i | 4% | 2.8 | 1.4 | 4.2 | nt | nt
Clc1ccc(NCc2nncn2-c2ccccc2)cc1 | i | 60 | 1 | 74 | 2% | i | 17 | -0.18 | -0.22 | 0.17 | 0.011 | i | 7% | 7.5 | 3.5 | 0.9 | -0.8 | 1133
O=c1c2ccccc2c(-c2cccc(C(F)(F)F)c2)nn1-c1ccccc1 | i | 24 | nt | nt | 4% | nt | nt | 0.54 | -0.27 | 0.24 | -0.28 | i | 1% | nt | nt | nt | -2.7 | 1163
Cc1ccc(/C=C2\CC(C)CC3=C2NC(=S)NC3c2ccc(C)cc2)cc1 (stereo unspecified) | i | 34 | nt | nt | 6% | nt | nt | 0.11 | -0.72 | -0.066 | -1 | i | 1% | nt | nt | nt | 0.2 | 1321
O=C1c2ccccc2C(Nc2ccccc2)N1Cc1ccc2c(c1)OCO2 (stereo unspecified) | i | 43 | nt | nt | -1% | nt | nt | 0.031 | -0.15 | 0.58 | -0.32 | i | 4% | nt | nt | nt | -0.6 | 1257
O=C(CN1CCN(Cc2ccccc2)CC1)c1c[nH]c2ccccc12 | i | 35 | 4 | 14 | -2% | i | -16 | -1.5 | 1.1 | -0.44 | 0.95 | i | -2% | 1.7 | 2.3 | 6.7 | -0.7 | 1138
CCOC(=O)C1(Cc2ccccc2C(F)(F)F)CCN(CC(O)CO)CC1 (stereo unspecified) | i | 60 | 3 | 12 | -1% | i | 23 | -0.37 | -0.29 | -0.16 | 0.74 | i | 1% | 2.5 | 1.9 | 1.4 | 3.6 | 1108
CCN1CCN(C(=S)Nc2ccc(Cl)cc2Cl)CC1 | i | 48 | -3 | -1 | 4% | i | -6 | -0.88 | 0.034 | -0.15 | 0.55 | i | 5% | 2.2 | 1.7 | 11 | nt | nt
CCOC(=O)/C=C1\SCC(=O)N1CC(=O)NCc1ccc(OC)c(OC)c1 | i | 55 | 1 | -16 | 1% | i | -3 | -1.5 | -0.31 | -1.1 | 0.91 | i | 1% | 3.8 | 0.8 | 9.8 | -0.9 | 1089
CCOc1ccc(Cl)cc1S(=O)(=O)n1cnc2cc(C)c(C)cc21 | i | 45 | 17 | 20 | 8% | i | 9 | -0.99 | -0.22 | -0.33 | 1.4 | i | -10% | 16 | 8.0 | 11 | nt | nt
Cn1ncc(Cl)c(Oc2ccc(Cl)cc2)c1=O | i | 58 | -4 | -29 | 11% | i | -17 | -1.1 | -0.2 | -0.88 | 0.79 | i | 19% | 4.1 | 2.9 | 4.0 | -0.3 | 958
O=C(NCCSc1ccccc1)c1ccc(CN2CCOCC2)cc1 | i | 29 | nt | nt | 2% | nt | nt | 0.015 | -0.21 | 0.5 | -0.26 | i | 6% | nt | nt | nt | 1.0 | 1249
O=C(c1ccccc1)N1CCN(C(=O)N2CCCCC2)CC1 | i | 36 | -24 | -4 | -1% | i | 5 | 1.4 | -0.17 | 1.2 | -0.92 | i | 5% | 3.8 | 3.0 | 11 | -2.1 | 1196
Cc1ccc(C(N)=Nc2ccccc2)cc1 | i | 60 | nt | nt | -2% | nt | nt | 1.5 | -0.13 | 0.53 | -0.26 | i | 2% | nt | nt | nt | -1.6 | 1136
Cc1ccccc1NC(=O)Oc1cccc(OC(=O)c2ccccc2)c1 | i | 54 | nt | nt | 7% | nt | nt | -0.39 | -0.78 | -0.029 | 0.051 | i | 14% | nt | nt | nt | -0.8 | 1344
COC(=O)c1ccc(C)c(NC(=O)Cc2ccc([N+](=O)[O-])cc2)c1 | i | 20 | 8 | 5 | -6% | i | 8 | 0.87 | -0.23 | 0.46 | 0.23 | i | 9% | 1.9 | 0.8 | 2.6 | -1.0 | 982
O=C(C1CC1)N1CCN(c2nc3ccccc3s2)CC1 | i | 26 | 17 | 5 | -8% | i | 1 | -0.15 | -0.2 | -0.19 | 0.33 | i | -7% | 2.0 | 1.0 | 6.7 | -7.4 | 960
COc1ccc(N/C=C\C(=O)c2ccc3c(c2)OCO3)cc1OC | i | 48 | 5 | 22 | 3% | i | -1 | -0.89 | -0.32 | -0.78 | 0.45 | i | -6% | 5.4 | 4.0 | 12 | nt | nt
COc1ccc(-n2nc3c(c2NC(=O)C24CC5CC(CC(C5)C2)C4)CS(=O)C3)cc1 (stereo unspecified) | i | 47 | 15 | 11 | 3% | i | -19 | 0.77 | -0.17 | 0.5 | -0.08 | i | 5% | 3.1 | 2.9 | 8.3 | nt | nt
COc1cccc(CNC(=O)C2CCN(S(=O)(=O)c3ccc(F)cc3)CC2)c1 | nt | nt | -10 | 2 | 2% | i | -1 | -0.16 | -0.26 | 0.093 | 0.2 | i | 7% | 4.5 | 1.9 | 0.1 | 0.2 | 1091
Cc1c(NC(=O)C(C)OC(=O)c2cccs2)c(=O)n(-c2ccccc2)n1C (stereo unspecified) | i | 52 | 5 | 3 | -5% | i | 6 | 1.8 | -0.24 | 0.59 | -0.63 | i | 5% | 2.7 | 0.6 | 3.0 | -1.6 | 1001
Cn1c(=O)cc(NCCc2ccccc2)[nH]c1=O | i | 52 | 8 | 4 | 8% | i | 5 | -0.39 | -0.25 | 0.37 | 0.23 | i | 7% | 26* | 17* | 20* | nt | nt
COC(CNC(=O)c1ccc(N2CCc3ccccc32)c([N+](=O)[O-])c1)OC | i | 5 | -25 | -11 | 11% | i | 1 | 1.8 | -0.17 | 1.5 | -2 | i | 11% | 3.1 | 2.3 | 8.1 | -0.2 | 1051
Cc1cccc(OCCCCc2c(C)n[nH]c2C)c1C | i | 43 | -5 | 5 | ? | i | 3 | -0.39 | 0.083 | -0.38 | 0.35 | i | 5% | 5.8 | 4.5 | 4.9 | 4.6 | 1067
COCCN(C(=O)Nc1ccccc1)C(C)c1cccnc1 (stereo unspecified) | i | 34 | 5 | 8 | -1% | i | 14 | 0.14 | -0.18 | 0.23 | -0.24 | i | 7% | 7.3 | 3.1 | 0.1 | -0.5 | 1118
N#CC(C#N)=C/C(C#N)=C(/N)N1CCN(c2ccc(Cl)cc2)CC1 | i | 28 | 9 | -10 | 11% | i | -6 | 0.14 | 0.33 | 0.91 | 0.0016 | i | -3% | 2.3 | 1.6 | 6.7 | 0.7 | 1341
CCC1Oc2ccc(C)cc2N(CC(=O)N(Cc2ccc3c(c2)OCO3)CC2CCCO2)C1=O (stereo unspecified) | i | 38 | 4 | 30 | 5% | i | 17 | -0.55 | -0.21 | -0.062 | 0.51 | i | -7% | 3.4 | 1.7 | 8.7 | -5.2 | 1259
CCn1c(CNC(=O)COc2ccc(C(C)C)cc2)nnc1SCC(=O)Nc1ccccc1C(C)C | i | 14 | 18 | 2 | 4% | i | 2 | -1 | -0.2 | 0.052 | 0.69 | i | 7% | 3.3 | 1.6 | 7.5 | 0.9 | 1292
O=C(CSCc1ccc(Cl)cc1)NN=C1CCCC1 | i | 53 | 2 | -23 | 5% | i | -3 | -0.33 | -0.3 | 0.55 | 0.11 | i | 11% | 2.2 | 2.3 | 6.9 | nt | nt
O=S(=O)(c1ccc(N2CCCC2)nc1)N1CCOCC1 | i | 59 | -5 | 12 | 9% | i | 10 | -0.12 | 0.014 | 0.27 | -0.44 | i | -6% | 1.0 | 1.3 | 4.9 | -2.9 | 1214
